RGS4 inh = human RGS4 inhibition; P49798; Transcreener GDP fluorescence polarization, RGS4-accelerated GTP hydrolysis; Potency, µM (series often up to 114 µM), without a hit: at the top dose activity change, negative = inhibition, usual class: inhibitors; hit rate 0.039% among 390,000; further: potency means the concentration at half of the fitted maximal effect; on the % scale 0 is the no-effect control and ±100 the full control effect; nearly all actives have a fitted effect of over 75% in size; some results filed as inactive show a strong effect at the top dose
Target sequence (P49798 whole entry, looked up): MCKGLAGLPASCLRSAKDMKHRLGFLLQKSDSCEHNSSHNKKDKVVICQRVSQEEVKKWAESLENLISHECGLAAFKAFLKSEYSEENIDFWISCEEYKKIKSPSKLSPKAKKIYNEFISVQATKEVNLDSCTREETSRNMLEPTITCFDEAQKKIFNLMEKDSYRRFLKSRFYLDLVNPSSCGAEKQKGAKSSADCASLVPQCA
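MLSMR compounds (23 nl, pin-transferred) preincubated 10 min at room temperature with a 500nM (2x) first reagent, then RGS4 at 900nM (2x) plus Transcreener GDP mix added; fluorescence polarization (620/688 nm) read before and after 90 min at 30 °C.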
LDHA inh = LDHA (human) enzyme inhibition; P00338; purified LDHA, NADH/diaphorase-resazurin fluorescence; hits give low values; activity change, % (values are at about 110 or 230 µM); hit rate 0.15% among 480,000; AID 1347041; in the data active means activity change below about -30%; inconclusive means mostly about -25% to -30%;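 further: plate controls were DMSO wells for no effect and wells without enzyme for full effect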
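Remaining NADH was detected by diaphorase (0.133 mg/mL) converting 37 µM resazurin to fluorescent resorufin, read at 0 and 20 minutes. The preceding 5-minute room-temperature reaction used 2 nM LDHA, 0.2 mM sodium pyruvate and 0.06 mM NADH at pH 7.4.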
D2 agonist = activates the human D2 dopamine receptor; P14416; HEK293 T-REx D2 cells, calcium flux agonist mode; activation, % at 2 µM; hit rate 0.53% among 340,000; AID 485358;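 active means activation over 3 SD above normal in the single-dose calcium agonist read, cut at about 30% in these data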; further: 0% is about no effect
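Tetracycline-induced HEK293 T-REx cells with force-coupled D2 receptor, plated overnight at 30 C, loaded with no-wash calcium dye. After a 10 s baseline, compound was pin-added and calcium flux read kinetically for 180 s; calcium rises flagged agonists.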
12-LOX inh = inhibitors of human 12S-lipoxygenase ALOX12. purified 12hLO, xylenol orange hydroperoxide absorbance. Potency, µM (titrated, usually from 108 µM), for the others: at the highest dose activity change, negative = inhibition, hits mostly inhibitors. hit rate 1.1% among 580,000; further: potency means the concentration at half of the fitted maximal effect; on the % scale 0 is the no-effect control and ±100 the full control effect
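Purified human 12hLO at 150 nM in 25 mM Hepes, 0.01% Triton X-100, pH 7.0, preincubated 15 min at room temperature with compound. Reaction started with 40 uM arachidonic acid, 30 min at room temperature. Hydroperoxide measured by Fe-xylenol orange, 573/405 nm absorbance ratio.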
ERG-DNA inh = inhibitors of human ERG Ets domain-DNA interaction; P11308; fluorescence polarization, His-ERG Ets domain / labelled DNA; Potency, µM (titrated, usually from 76.9 µM), inactives show at the top dose FP activity, negative = inhibition, most hits filed as inhibitors; hit rate 0.028% among 370,000; active means well fitted inhibition curve with a large enough effect in the polarisation, with a control signal flat; inconclusive means small, poorly fitted or top-dose-only effect, or effect the other way, or a change in a side signal; inactive means no such curve, though single readings can be large or run the other way; the % refers to the polarisation;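 further: polarization taken with two DNA probes labelled with fluorescein and Texas red; potency means the concentration at half of the fitted maximal effect; % of control where 0% means no effect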
Target sequence (P11308 whole entry, looked up, the tested form may be a part): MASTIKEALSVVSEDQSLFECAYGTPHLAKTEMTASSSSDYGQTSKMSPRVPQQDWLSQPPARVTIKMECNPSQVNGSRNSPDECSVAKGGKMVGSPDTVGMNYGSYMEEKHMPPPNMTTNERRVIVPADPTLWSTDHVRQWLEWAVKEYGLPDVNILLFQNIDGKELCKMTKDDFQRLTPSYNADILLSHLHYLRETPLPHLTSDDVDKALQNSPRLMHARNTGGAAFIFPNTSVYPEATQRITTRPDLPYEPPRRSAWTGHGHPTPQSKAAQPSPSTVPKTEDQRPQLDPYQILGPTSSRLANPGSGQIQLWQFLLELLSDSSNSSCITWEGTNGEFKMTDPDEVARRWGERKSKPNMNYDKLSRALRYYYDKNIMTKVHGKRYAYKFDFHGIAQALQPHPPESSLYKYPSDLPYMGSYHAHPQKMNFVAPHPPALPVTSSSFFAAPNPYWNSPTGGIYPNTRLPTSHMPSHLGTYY
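His-tagged ERG Ets domain (1 uM in the protein solution; 300mM KCl, 50mM Tris-HCl, 1mM EDTA, 1mM DTT, pH 7.5) received compound, then a probe mix of 5 nM fluorescein-DNA and 100nM Texas-615-DNA. Fluorescence polarization was read for both dyes.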
Glioma ERSR ind = ER stress response induction in glioma. Potency, µM, without a hit: at the highest dose activation, usual class: activators. hit rate 0.02% among 420,000. U87-MG GRP78 promoter luciferase reporter, 16 h; further: potency means the concentration at half of the fitted maximal effect; series mostly up to about 76 µM; % of control where 0% means no effect; nearly all actives have a fitted effect of over 35% in size
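ERSR induction read as luciferase luminescence (Bright-Glo, 10 min at room temperature) in stably transfected human U87-MG glioma cells exposed to compounds for 16 h, using GRP78 as sensor.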
Vif-A3G inh = inhibitors of Vif-APOBEC3G interaction; hit rate 0.076% among 410,000; HeLa A3G-eYFP + Vif (tagged APOBEC3G with the HIV-1 protein that degrades it), YFP fluorescence, overnight; Potency, µM (highest dose often 46.1 µM), for inactives: top-dose activity, negative = active, usual class: inhibitors; AID 602310;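 further: potency means the concentration at half of the fitted maximal effect; on the % scale 0 is the no-effect control and ±100 the full control effect; nearly all actives have a fitted effect of over 60% in size; hits raise eYFP signal because A3G escapes Vif-driven loss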
Target sequence (Q9HC16 whole entry, looked up): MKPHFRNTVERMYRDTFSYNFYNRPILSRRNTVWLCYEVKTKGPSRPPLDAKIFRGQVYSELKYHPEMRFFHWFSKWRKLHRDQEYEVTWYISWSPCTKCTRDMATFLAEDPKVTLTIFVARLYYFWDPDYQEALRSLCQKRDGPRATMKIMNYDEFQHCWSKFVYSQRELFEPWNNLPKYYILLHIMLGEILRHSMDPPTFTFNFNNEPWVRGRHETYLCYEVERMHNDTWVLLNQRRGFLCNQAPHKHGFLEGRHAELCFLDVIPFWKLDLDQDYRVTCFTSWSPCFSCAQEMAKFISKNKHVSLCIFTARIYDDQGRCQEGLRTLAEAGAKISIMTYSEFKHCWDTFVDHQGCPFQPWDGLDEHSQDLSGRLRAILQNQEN
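HeLa cells stably expressing Vif and C-terminally eYFP-tagged A3G, seeded overnight at 37 deg C, then exposed to compound by pintool overnight at 37 deg C. Rise in yellow fluorescence (Ex 488/Em 500-530, Acumen) marks blocked Vif-driven A3G degradation.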
Vif-A3F inh = inhibitors of Vif-A3F interaction; Potency, µM (doses to about 46.1 µM), for the others: top-dose activity, negative = active; hit rate 0.2% among 390,000; HeLa A3F-eYFP + Vif (tagged APOBEC3F with the HIV-1 protein that degrades it), YFP fluorescence increase; further: potency means the concentration at half of the fitted maximal effect; % of control where 0% means no effect; nearly all actives have a fitted effect of over 65% in size
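HeLa cells stably expressing A3F-eYFP plus Vif, plated and incubated overnight at 37 deg C, then exposed to compounds overnight at 37 deg C. Blocked degradation read as raised yellow fluorescence (Ex 488/Em 500-530).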
D2 antagonist = antagonizes the human D2 dopamine receptor. P14416. HEK293 TREx D2 cells, calcium flux, dopamine EC80. inhibition, % at 10 µM. hit rate 2% among 340,000; in the data active means inhibition above about 30%; further: 0% is about no effect
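Overnight-induced (tetracycline, 30 C) HEK293 T-REx cells carrying force-coupled D2 receive a no-wash calcium dye, then compound, then EC80 dopamine at 180 s; signals are read kinetically throughout.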
Active calls of the source: *; ? = inconclusive; . = no result given; & = joins results of further samples; [ ] = another dose, or the depositor's remark. Unless noted, the call rests on the fitted dose curve; in most records, active means well fitted curve in the direction sought with a large enough effect; inconclusive means small, poorly fitted or top-dose-only effect, or another doubt; inactive means no such curve, though single readings can be large; an effect the other way counts as inactive or inconclusive. Some of the compounds tested; rates above refer to the full screens.

SMILES	RGS4 inh	LDHA inh	D2 agonist	12-LOX inh	ERG-DNA inh	Glioma ERSR ind	Vif-A3G inh	Vif-A3F inh	D2 antagonist
COc1cccc(NC(=O)NC(=O)c2c(C)cc(Cl)nc2Cl)c1	8%	1	0.6	4%	3%	-3%	3%	-5%	-12
COc1cccc(Cn2c3ccc(NC(=O)CCc4ccc(F)cc4)cc3c(=O)n2C)c1	.	0	.	-17%	.	-2%	4µM*	.	.
COCc1cccc(C2=CC(=O)C[C@H](c3ccc(F)cc3)C2)c1	?	5	.	2%	16%	-1%	-5%	-9%	.
Cc1noc(C)c1NC(=O)N(C)C[C@H]1OCc2cnnn2CCCC(=O)N([C@H](C)CO)C[C@@H]1C	.	3	.	-1%	.	-4%	3%	4%	.
CC(C)(C)c1cc(NC(=O)CSc2nnc(N)s2)n(-c2ccccc2)n1	13%	-8	0.3	20%	-2%	-5%	-3%	14%	-6
Cc1nc(-c2ccc(S(=O)(=O)Nc3ccc(Br)cc3F)cc2)co1	8%	-4	0.0	-9%	2%	0%	-4%	-4%	-1
O=S(=O)(c1ccc(Cl)cc1)N1CCCC1c1nc2ccccc2s1 (configuration not stated)	-16%	2	.	-25%	7%	-7%	0%	1%	.
Cc1cccc(-c2nn(-c3ccccc3)cc2CNCCO)c1	-1%	-24	.	.	.	-2%	-2%	.	.
CCNc1nc(SCC(=O)Nc2ccc(Cl)c(Cl)c2)nc(N(C)C)n1	-11%	-4	.	-22%	-15%	-3%	-9%	0%	.
Cc1nn(-c2ccc(N3CCOCC3)nn2)c(C)c1CCC(=O)Nc1ccc(F)cc1F	-23%	3	0.3	-10%	-2%	-1%	4%	0%	.
CC(=O)Oc1ccc(C(=O)Nc2cccc(-c3nnc(-c4ccco4)o3)c2)cc1	-43%	1	-1.0	-21%	7%[15.4 µM]	-1%	-1%	-7%	-3
Cc1ccc(OCCOCCOc2ccc(Br)cc2/C=N\NC(=O)c2ccncc2)cc1	-15%	1	-1.0	-16%	2%	-4%	-17%	-8%	0
CCOc1ccc(CCNC(=O)c2cccc3c2C(=O)N(CCOC)C3)cc1OCC	-16%	-3	-2.2	6%	5%	-5%	1%	8%	25
CSC(SC)=C(C#N)C(=O)c1ccccc1	-38%	-8	1.5	0%	4%	-15%	-10%	0%	1
CCSc1nnc2ccc(-c3cccs3)nn12	-1%	-5	-0.3	5%	8%	8%	2%	0%	-4
CCOP(=O)(OCC)C(O)c1cc(OC)c(OC)c(OC)c1 (configuration not stated)	-49%	-7	0.0	-18%	-1%	-4%	-1%	5%	7
OC(CN1CCCCC1)CN(c1ccccc1)c1ccccc1 (configuration not stated)	11%	-1	0.6	12%	-10%	-6%	1%	3%	0
COc1ccc(/C=C2/SC(=S)N(CCCC(=O)N3CCN(C)CC3)C2=O)cc1	-3%	-5	1.2	?	31%[activator]	-7%	-4%	-15%	-8
CN(C(=O)COC(=O)c1cccs1)c1ccccc1	.	-4	.	-5%	.	4%	-2%	-2%	.
COc1cc(C(=O)OCc2cc(=O)n3nc(C(C)C)sc3n2)cc(OC)c1OC	10%	-12	-1.1	-22%	-8%	1%	1%	7%	.
Cc1cc(C(=O)OCC(=O)N2CCc3ccccc32)ccc1[N+](=O)[O-]	27%	-2	.	0%	4%	0%	0%	1%	.
CC1CCCN(CCOc2ccc(Br)cc2)C1 (configuration not stated)	0%	-8	-0.2	?	13%	-2%	2%	11%	63*
CN(C)/C=C/C(=O)c1nnn(C2CCCCC2)c1NC1CCCCC1	-31%	0	0.2	?	.	-2%	-22%	?	4
Cc1ccc(OCc2cc(C(=O)NCCc3cccnc3)no2)cc1C	13%[56.9 µM]	-1	1.0	20%	-16%	?	3%	-2%	14

Not a retest: entries from further up.
SMILES	RGS4 inh	LDHA inh	D2 agonist	12-LOX inh	ERG-DNA inh	Glioma ERSR ind	Vif-A3G inh	Vif-A3F inh	D2 antagonist
COc1cccc(NC(=O)NC(=O)c2c(C)cc(Cl)nc2Cl)c1	8%	1	0.6	4%	3%	-3%	3%	-5%	-12
COc1cccc(Cn2c3ccc(NC(=O)CCc4ccc(F)cc4)cc3c(=O)n2C)c1	.	0	.	-17%	.	-2%	4µM*	.	.
COCc1cccc(C2=CC(=O)C[C@H](c3ccc(F)cc3)C2)c1	?	5	.	2%	16%	-1%	-5%	-9%	.
Cc1noc(C)c1NC(=O)N(C)C[C@H]1OCc2cnnn2CCCC(=O)N([C@H](C)CO)C[C@@H]1C	.	3	.	-1%	.	-4%	3%	4%	.
CC(C)(C)c1cc(NC(=O)CSc2nnc(N)s2)n(-c2ccccc2)n1	13%	-8	0.3	20%	-2%	-5%	-3%	14%	-6
Cc1nc(-c2ccc(S(=O)(=O)Nc3ccc(Br)cc3F)cc2)co1	8%	-4	0.0	-9%	2%	0%	-4%	-4%	-1
O=S(=O)(c1ccc(Cl)cc1)N1CCCC1c1nc2ccccc2s1 (configuration not stated)	-16%	2	.	-25%	7%	-7%	0%	1%	.
Cc1cccc(-c2nn(-c3ccccc3)cc2CNCCO)c1	-1%	-24	.	.	.	-2%	-2%	.	.
CCNc1nc(SCC(=O)Nc2ccc(Cl)c(Cl)c2)nc(N(C)C)n1	-11%	-4	.	-22%	-15%	-3%	-9%	0%	.
Cc1nn(-c2ccc(N3CCOCC3)nn2)c(C)c1CCC(=O)Nc1ccc(F)cc1F	-23%	3	0.3	-10%	-2%	-1%	4%	0%	.
CC(=O)Oc1ccc(C(=O)Nc2cccc(-c3nnc(-c4ccco4)o3)c2)cc1	-43%	1	-1.0	-21%	7%[15.4 µM]	-1%	-1%	-7%	-3
Cc1ccc(OCCOCCOc2ccc(Br)cc2/C=N\NC(=O)c2ccncc2)cc1	-15%	1	-1.0	-16%	2%	-4%	-17%	-8%	0
CCOc1ccc(CCNC(=O)c2cccc3c2C(=O)N(CCOC)C3)cc1OCC	-16%	-3	-2.2	6%	5%	-5%	1%	8%	25

Next structures:
SMILES	RGS4 inh	LDHA inh	D2 agonist	12-LOX inh	ERG-DNA inh	Glioma ERSR ind	Vif-A3G inh	Vif-A3F inh	D2 antagonist
Cc1c(C(=O)Nc2nc(-c3ccc(F)cc3)ns2)oc2ccc(Br)cc12	18%	-1	1.5	0%	4%	-4%	4%	0%	.
COc1ccc(NC(=O)COC(C)=O)cc1Cl	15%[11.4 µM]	-3	-0.3	-30%	-1%	-1%	-6%	2%	13
CSc1cccc(NC(=O)C2(S(=O)(=O)c3ccc(C)cc3)CC2)c1	2%	-2	-1.8	-11%	4%	-4%	1%	-9%	0
COc1cc(/C=C\C(=O)O)cc(S(=O)(=O)N2CCCCCC2)c1OC	-10%	1	1.1	-3%	-5%	-1%	-9%	0%	12
COc1cccc(C(=O)NCC(=O)N/N=C(C)\C=C\c2ccccc2)c1	18%	-7	-0.7	7%	6%	3%	-4%	6%	7
NC(=O)CC[C@H](NC(=O)c1ccc(F)cc1)C(=O)OCC(=O)NCc1ccc(F)cc1	?	-4	-0.4	2%	-3%	0%	0%	-8%	0
C=CCNC(=S)NNc1nc2c(c(=O)[nH]1)C1(CCCCC1)Cc1ccccc1-2	-25%	-7	1.8	?	6%	3%	-16%	-6%	-16
COc1ccc(C(CNC(=O)c2oc3ccc(Cl)cc3c2C)N2CCCCC2)cc1 (configuration not stated)	22%&1%	-10&-9	-1.3&-1.1	?	-3%&5%	-5%&-4%	2%&2%	-2%&-1%	-21
C#CCOc1coc(COC(=O)c2ccccc2)cc1=O	-14%	1	0.0	5%	10%	5%	0%	-1%	-4
COc1ccc(CCN(C)C(=O)COC(=O)/C=C/c2ccc(C)o2)cc1OC	-40%	0	0.8	-20%	-4%	0%	-1%	0%	-4
O=C(O)/C=C/C(=O)NCCc1ccc(Cl)cc1	7%	-6	7.6	?	8%	-3%	3%	7%	14
O=C(NCCCc1ccccc1)C1CCC(=O)N(Cc2ccc(Cl)cc2)C1 (configuration not stated)	-20%	0	0.6	-24%	6%	2%	-4%	1%	13
Cc1c2c(cc3c1[nH]c1ccccc13)C=NCC2	-7%	4	.	-15%	0%	-6%	-29%	?	.
CC(=O)Nc1cc(F)c2c(c1F)Cc1cc(F)ccc1-2	11%	-5	.	-3%	-6%	2%	-8%	2%	.
O=C(c1ccc(CS(=O)c2ccccc2Cl)o1)N1CCCCCC1 (configuration not stated)	-22%[56.9 µM]	-3	-0.5	-3%	-19%	4%	2%	0%	3
COc1cc(NC(=O)c2cccs2)ccc1NC(=O)Cc1ccccc1	-1%	-3	-1.1	9%	-5%	-4%	0%	4%	14
CC1CCN(C(=O)c2cccc(S(=O)(=O)N3CCCc4ccccc43)c2)CC1	-30%	-2	-0.2	7%	17%	-2%	3%	0%	-5
O=C1CN(CCN2CC(=O)N(Cc3ccccc3)C(=O)C2)CC(=O)N1Cc1ccccc1	.	-1	.	-9%	.	2%	1%	4%	.
Cc1nn(C)cc1S(=O)(=O)NCc1ccccc1Cl	-13%	-2	0.5	0%	17%	-1%	-5%	1%	-1
Cn1c2cc(Br)sc2c2cnn(Cc3ccc(F)cc3F)c(=O)c21	27%	4	.	-56%	.	0%	1%	2%	.
